CHT block = human CHT choline transport inhibition. Q9GZV3. CHT-expressing cells, membrane potential dye, choline response; stronger effect = lower value. B-score at 10 µM. 310,000 tested, 0.86% active;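 active means B-score over 3 SD under the library average, and starting fluorescence ratio not unusually high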;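 further: choline stimulus applied at its EC90 after an EC20 pre-addition; B-score computed on integrated fluorescence ratio after choline addition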
Target sequence (Q9GZV3 whole entry, looked up): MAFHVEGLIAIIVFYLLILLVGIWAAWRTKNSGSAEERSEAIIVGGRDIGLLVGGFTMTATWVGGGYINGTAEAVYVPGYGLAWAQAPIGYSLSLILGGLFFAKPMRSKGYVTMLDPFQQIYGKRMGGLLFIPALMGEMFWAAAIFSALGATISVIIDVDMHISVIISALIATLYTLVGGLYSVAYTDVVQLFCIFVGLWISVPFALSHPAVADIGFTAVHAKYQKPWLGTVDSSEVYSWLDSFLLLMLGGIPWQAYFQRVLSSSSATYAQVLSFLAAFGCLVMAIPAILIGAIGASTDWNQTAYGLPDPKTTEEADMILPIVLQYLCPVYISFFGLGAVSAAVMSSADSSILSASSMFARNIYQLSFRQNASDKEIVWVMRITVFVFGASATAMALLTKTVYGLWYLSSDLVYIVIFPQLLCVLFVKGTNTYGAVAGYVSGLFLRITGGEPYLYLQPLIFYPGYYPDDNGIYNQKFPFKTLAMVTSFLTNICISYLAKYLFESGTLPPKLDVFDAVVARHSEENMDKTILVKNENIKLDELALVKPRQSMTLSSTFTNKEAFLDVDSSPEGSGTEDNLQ
KCNQ2 block = KCNQ2 potassium channel inhibitors, primary screen, cell-based, CHO-K1, FluxOR thallium flux, B-score (AID 2156). 20 min; stronger effect = lower value. 310,000 tested, 1.1% active. O88943. B-score at 10 µM;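 active means fluorescence ratio B-score at most minus 3 library SDs, with starting brightness B-score within 2 library SDs, cut at about -5.5 in these data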
Kir21 block = blocks the mouse Kir2.1 inward-rectifier potassium channel; P35561; HEK293-Kir2.1, FluxOR thallium flux fluorescence; stronger effect = lower value; B-score at 10 µM; 310,000 tested, 0.85% active; AID 1672;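 active means fluorescence ratio B-score at or below minus 3 SD of library scores, with starting-brightness B-score within 2 SD, cut at about -4.2 in these data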;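 further: channel flux triggered by added potassium and thallium sulfate stimulus; B-score of peak minus minimum fluorescence over baseline after thallium stimulus; more negative B-score means stronger Kir2.1 block with less thallium influx; some compounds called inactive have numbers as strong as hits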
Target sequence (P35561 whole entry, looked up): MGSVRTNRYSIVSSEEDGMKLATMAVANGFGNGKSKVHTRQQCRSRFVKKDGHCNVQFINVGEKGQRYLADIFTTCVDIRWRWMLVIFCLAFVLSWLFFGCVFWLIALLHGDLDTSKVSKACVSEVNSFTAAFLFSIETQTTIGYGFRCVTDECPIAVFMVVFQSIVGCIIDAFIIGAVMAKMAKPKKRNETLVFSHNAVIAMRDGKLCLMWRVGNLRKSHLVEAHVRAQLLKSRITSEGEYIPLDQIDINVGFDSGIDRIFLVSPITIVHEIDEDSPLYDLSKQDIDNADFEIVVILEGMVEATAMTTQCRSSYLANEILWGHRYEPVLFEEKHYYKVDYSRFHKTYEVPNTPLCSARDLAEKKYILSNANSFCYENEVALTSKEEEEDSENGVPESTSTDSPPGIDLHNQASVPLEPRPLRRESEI
* hit, by the source's call; i = inactive; . = not tested or not shown. This is a subset; count on the stated rates, not on these rows.

SMILES	CHT block	KCNQ2 block	Kir21 block
Cc1cc(OC(=O)N(C)C)nc2c1c(C)nn2C	i	i	1.06
CCOC(=O)c1c(C)[nH]c(C)c1C(=O)C(Cc1ccccc1)N(C)C (stereo not drawn)	i	i	-0.5
FC(F)(F)c1ccc2c(c1)nnn2C1CCN(Cc2nnnn2Cc2ccccc2)CC1	i	i	0.22
COc1c(C)cc(C(=O)C2CCCN(Cc3ccccn3)C2)cc1C (stereo not drawn)	i	i	0.15
CC1=C2C3OC(=O)C(C)C3CC[C@@]2(C)C=CC1=O (stereo partly drawn)	i	i	1.17
Cc1cc(N2C(=O)C3CCCN3C2c2ccccc2)no1 (stereo not drawn)	i	i	-0.49
O=P(N1CCCCC1)(N1CCCCC1)C(Cl)(Cl)Cl	i	i	-1.57
COc1ccc(N2C(=O)/C(=C/c3ccc(C)o3)C(=O)NC2=S)cc1	.	i	0.18
CN(C)C(=O)Oc1ccc(OCc2cccc[n+]2C)cc1	i	i	-0.14
CCOc1ccc(N2C(=O)/C(=C/c3ccc(C)o3)C(=O)NC2=S)cc1	i	i	-1.92
CN(C)[C@@H]1C(=O)C(C(N)=O)=C(O)[C@@]2(O)C(=O)C3=C(O)c4c(O)ccc(Cl)c4[C@@](C)(O)[C@H]3C[C@@H]12	i	i	1.34
CN(Cc1ccccc1)C(=C(Cl)Cl)/C(=C1/NCCN1Cc1ccc(Cl)nc1)[N+](=O)[O-]	i	i	1.85
CCNCCNc1ccc([N+](=O)[O-])c2cccnc12	i	i	-0.25
CC(=O)N1CN2CN(C1)CN(C(C)=O)C2	i	i	-0.03
COc1cccc(CNCCc2ccccc2)c1OC	i	i	1.95
Cc1ccc2c(c1)[C@@H]1CN(C)CC[C@@H]1N2C(=O)Nc1cccc(C(F)(F)F)c1	-7.18*	i	-2.05
CSc1ccc(C(=O)C2CCCN(CCCn3cccn3)C2)cc1 (stereo not drawn)	i	i	-1.5
O=C(Cc1ccc(Cl)c(Cl)c1)NCC1(N2CCOCC2)CCCCC1	i	i	-0.26
CNC(C(=O)c1ccccc1)C(OC)c1ccccc1 (stereo not drawn)	i	i	-0.03
O=C(c1cc(S(=O)(=O)N2CCCCC2)ccc1F)N1CCC2(CC1)OCCO2	i	i	-0.34
COc1cc(/C=C2/C(=O)NC(=O)N(c3ccccc3)C2=O)ccc1O	i	i	0.06
CC1CN=C(Nc2ccccc2)S1 (stereo not drawn)	i	i	1.19
COC(=O)C1=C(c2cc3ccccc3o2)C[C@@H]2CC[C@H]1N2C(=O)N1CCOCC1	i	i	0.34
CC1=CC(=O)NP(=O)(Oc2ccc3ccccc3c2)N1 (stereo not drawn)	i	i	0.21
O=C(Cc1ccccc1)OCCNC(=O)c1cccnc1	i	i	0.62
More compounds.
SMILES	CHT block	KCNQ2 block	Kir21 block
CN(C)CCN=Cc1c(O)n(Cc2ccc3c(c2)OCO3)c(=S)[nH]c1=O	i	i	-0.05
O=C(NC(=O)N1CCC2(CC1)OCCO2)c1ccc(Cl)cc1	i	i	0.76
CCn1c(O)c(/C(C)=N/N2CCCCC2c2cccnc2)c(=O)[nH]c1=S (stereo not drawn)	i	i	-0.16
Cc1cccc(CN2CCN(Cc3ccc(Cl)cc3)CC2)c1	i	i	-12*
COC(=O)C1=C(c2cc3ccccc3s2)C[C@@H]2CC[C@H]1N2C(=O)N1CCOCC1	i	i	-1.12
O=C(COC(=O)Cc1ccccc1)Nc1ccc(SC(F)F)cc1	i	i	1.41
O=c1c2ccccc2nc(/C=C/c2ccccc2F)n1-c1ccccc1O	i	i	0.83
CCC(=Nc1ccccc1NC(C)=O)c1c(O)n(C)c(=O)n(C)c1=O	i	i	1.79
CCN(CC)C(=O)c1ccc(N2C(=O)C3CC=C(Cl)CC3C2=O)cc1 (stereo not drawn)	i	i	1.46
O=C(CSc1ccccc1)N1CCC2(CC1)OCCO2	i	i	0.87
CCOC(=O)c1c(N)n(CCN2CCCCC2)c2nc3ccccc3nc12	i	i	0.17
CCCC1=C(C(=O)OCC)C2(C(=O)Nc3ccc(C)cc32)C(C#N)=C(N)O1 (stereo not drawn)	i	i	-0.53
O=c1[nH]c(=O)n(-c2ccccc2F)c(O)c1/C=C1\C=Nc2ccccc21	i	i	0.63
CCCCCCOc1ccc(CN2CCN(CC)CC2)cc1	i	i	-2.2
CCC(COC(=O)NC)NC(=O)Oc1cccc(C)c1 (stereo not drawn)	i	i	-0.62
CC(C)(C)N1Cc2ccccc2C1=N	i	i	0.42
COc1ccc(C2=NCC(=S)Nc3ccc(Cl)cc32)cc1Cl	i	i	-0.11
COc1ccccc1C1=NCc2nnc(C)n2-c2ccc(Cl)cc21	i	i	-0.45
Cc1cccc(N2C(=O)/C(=C/c3ccc(CN(CCC#N)S(C)(=O)=O)o3)C(=O)NC2=S)c1	i	i	1.28
COc1cc(C(=S)N2CCOCC2)cc(OC)c1OC(=O)Cc1ccccc1	-5.07*	i	1.51
Cn1nc(N)c2c1N=P(N1CCOCC1)(N1CCOCC1)N=C2c1ccccc1	i	i	-0.55
O=C(Nc1cccc(OC(=O)N2CCOCC2)c1)N1CCOCC1	i	i	3.15
CCCN1C2CCCC1CC(NC(C)=O)C2 (stereo not drawn)	i	i	1.83
CCN1C[C@@]2(COC)C3[C@@H](OC)[C@H]4[C@@H]1[C@@]3(C1C[C@H]3[C@H](O)C1[C@]4(O)C[C@H]3OC)[C@@H](OC)C[C@H]2O (stereo partly drawn)	i	i	0.93
CNP1(NC)=NC(C(F)(F)F)=NC(C(F)(F)F)=N1	i	i	0.2
More results.
SMILES	CHT block	KCNQ2 block	Kir21 block
COc1ccc(NC2=NCC(C)S2)cc1 (stereo not drawn)	i	i	0.07
C=C(C)[C@@]12OC3(c4ccccc4)O[C@@H]1C1[C@@H]4O[C@]4(CO)[C@@H](O)[C@]4(O)C(=O)C(C)=C[C@H]4[C@@]1(O3)[C@H](C)[C@H]2OC(=O)/C=C/C=C/c1ccccc1 (stereo partly drawn)	i	i	1.29
CCCCSP1(=S)NCCCN1	i	i	0.46
CCOP(=S)(OCC)SCOC(=O)NCC(=O)OC	i	i	0.5
Nc1c(C(=O)OCc2ccccc2)c2nc3ccccc3nc2n1Cc1cccs1	i	i	1.57
O=C1NC(=O)C(=Cc2ccsc2)C(=O)N1	i	i	0.03
CCCCCn1c(=O)c(C(=O)NCc2ccccc2Cl)c(O)c2ccccc21	i	i	0.17
CCCC(=O)c1ccc(CP(=O)(OCC)OCC)o1	i	i	1.32
CC(C(=O)c1ccc(Cl)cc1Cl)n1cncn1 (stereo not drawn)	i	i	-2.13
Cn1c(=O)c2c(nc(N/N=C/c3c(O)n(C4CCCCC4)c(=S)[nH]c3=O)n2C)n(C)c1=O	i	i	1.52
CCC1=C(C)C(N2CCOCC2)=NP(N2CCOCC2)(N2CCOCC2)=N1	i	i	-0.72
O=S(=O)(c1ccc(O)cc1)c1ccc(O)cc1	i	i	-0.25
CN(C)CCCNCC(=O)Nc1ccc(Cl)cc1C(=O)c1ccccc1	i	i	-0.02
CC1COC2N=C(N[N+](=O)[O-])NC2O1 (stereo not drawn)	i	i	-0.8
CCC(C)C1NC(=O)C(C(C)=O)=C1O (stereo not drawn)	i	i	0.41
CN(C)CC1CSCCC1(O)c1cccc(Cl)c1 (stereo not drawn)	i	i	-0.11
COC(=O)C1=C(c2ccccc2)C[C@@H]2CC[C@H]1N2C(=O)NC1CCCCC1	i	i	-0.24
C=CCC1C(=O)NC(=S)NC1=O	i	i	0.03
Nc1ccc(C2(c3ccc(N)cc3)c3ccccc3-c3ccccc32)cc1	i	i	0.84
O=[N+]([O-])c1cc(-c2ccc([As](=O)(O)O)cc2)ccc1[As](=O)(O)O	i	i	-1.44
Oc1c(Br)cc(Br)cc1Oc1ccc(Br)cc1Br	i	i	0.65
CCOC(=O)C1=C(C)OC(N)=C(C#N)C12C(=O)N(C)c1ccccc12 (stereo not drawn)	i	i	-1.19
O=P1(Oc2ccccc2)C[C@@H](O)[C@@H](O)[C@H](COCc2ccccc2)O1 (stereo partly drawn)	i	i	0.44
C[C@]12CC[C@@H]3c4ccc(O)c(O)c4CC[C@H]3[C@@H]1CC[C@@H]2O	i	i	-1.97
COc1ccc(CN2CCN(c3ccccc3F)CC2)c(OC)c1	i	i	0.06
Following part.
SMILES	CHT block	KCNQ2 block	Kir21 block
COc1cccc(CN2CCN(C(=O)COc3ccc4ccccc4c3)CC2)c1	i	i	-2.85
CC(=NCCN1CCCCC1)c1c(O)[nH]c(=O)[nH]c1=O	i	i	0.71
Cc1cccc(CN(C)C)c1OC(=O)N(C)C	i	i	0.13
C/C=C/CC1(CC)C(=O)NC(=S)NC1=O	i	i	-0.44
N#CCCn1cc(C(=O)NCc2ccccc2)c(-c2ccc3c(c2)OCCO3)n1	i	i	-0.31
C[C@]12CC(=O)CC1CCC1C2CC[C@@]2(C)C1CC[C@@H]2O (stereo partly drawn)	i	i	1.04
CCN(CC)S(=O)(=O)c1cccc(N=Nc2c(O)n(CC)c(=S)n(CC)c2=O)c1	i	i	-0.24
O=S(=O)(c1ccc(F)cc1)N1CCCC1c1cccnc1 (stereo not drawn)	i	i	-1.51
CC(C)n1c(O)c(C2c3cc(Cl)ccc3Oc3[nH]c(=O)n(C(C)C)c(=O)c32)c(=O)[nH]c1=O (stereo not drawn)	.	i	-4.32*
Nc1c2c(nc3sc4c(c13)CCCC4)CCCC2	i	i	0.52
c1ccc(C2NCc3ccccc3-n3cccc32)cc1 (stereo not drawn)	i	i	-6.08*
CC(=NCc1ccco1)c1c(O)n(-c2ccccc2C)c(=O)[nH]c1=O	i	i	0.35
CNS(=O)(=O)c1ccc(-c2ccc(C=C3C(=O)NC(=O)NC3=O)o2)cc1	i	i	1.38
O=C(c1ccc2c3c(cccc13)CC2)C1CCCN(CC2CC2)C1 (stereo not drawn)	i	i	-3.77
CC(=O)Nc1ccccc1C(=O)OCC(=O)c1ccc2c(c1)OCCO2	i	i	0.07
CC/C(=N\NC(=S)Nc1ccccc1)c1c(O)[nH]c(=O)[nH]c1=O	i	i	-1.21
O=[N+]([O-])/C=C1/NCCN1Cc1ccc(Cl)nc1	i	i	1.21
Cc1cc(N2C(=O)C3CCCN3C2c2ccc(Cl)c(Cl)c2)no1 (stereo not drawn)	i	i	-1.79
CCCCC(=O)N/N=C/c1c(O)n(CC)c(=S)n(CC)c1=O	i	i	0.06
O=C(/C=C/c1ccc(Br)cc1)NC(=S)N1C[C@H]2C[C@H](C1)c1cccc(=O)n1C2	i	i	2.11
FC(F)(F)c1ccc(CNCCc2c[nH]c3ccccc23)cc1	i	i	-0.07
N#CC[N+]1(CCCNP2(=O)C=C(c3ccccc3)OC(c3ccccc3)=C2)CCOCC1	i	i	-0.18
O=Cc1cn(Cc2ccc(F)cc2Cl)c2ccccc12	i	i	1.6
Cc1nc2ccc(P(=O)(O)O)cc2s1	i	i	0.12
COc1c(C)cc(C(=O)C2CCCN(Cc3cnc(C)s3)C2)cc1C (stereo not drawn)	i	i	0.48
The listing continues:
SMILES	CHT block	KCNQ2 block	Kir21 block
C=CCn1c(O)c(C(CC)=NC(C)c2ccccc2)c(=O)[nH]c1=O (stereo not drawn)	-4.99*	i	0.81
Cc1cc(C=O)c(C)n1C(C)C	i	i	-0.06
Cc1cccc2c(CCN)c[nH]c12	i	i	0.96
CC12CCC3C(CC=C4CC(O)CCC43C)C1C/C(=C\c1cccc(F)c1)C2=O (stereo not drawn)	i	i	0.31
CCN(CC)C(=O)c1ccc(NC(=O)c2cc(S(=O)(=O)N3CCCCCC3)ccc2OC)cc1	i	i	1.18
O=c1[nH]c(O)c(C=NC2CCN(Cc3ccccc3)CC2)c(=O)[nH]1	i	i	0.01
CC1CC(C)CN(CC(=O)c2ccc(OC(F)F)cc2)C1 (stereo not drawn)	i	i	1.04
COc1ccc(C[C@H]2NC[C@H](O)[C@H]2OC(C)=O)cc1	i	i	0.7
CCC(C)n1c(O)c(C=NCCN2CCOCC2)c(=O)[nH]c1=S (stereo not drawn)	i	i	0.39
O=P1(Oc2ccccc2)CC=C[C@H](COCc2ccccc2)O1 (stereo partly drawn)	i	i	0.05
Cc1ccc(C(=O)C2CN3CCC2CC3)cc1 (stereo not drawn)	i	i	-0.87
CC1=NN(c2ccccc2)C(=O)C1/C=C1\C(=O)NC(=O)N(c2ccc(C)c(C)c2)C1=O (stereo not drawn)	i	i	0.33

Laid out differently: 7 of the compounds above
Molecule | CHT block | KCNQ2 block | Kir21 block
COc1ccccc1C1=NCc2nnc(C)n2-c2ccc(Cl)cc21 | i | i | -0.45
Cc1cccc(N2C(=O)/C(=C/c3ccc(CN(CCC#N)S(C)(=O)=O)o3)C(=O)NC2=S)c1 | i | i | 1.28
COc1cc(C(=S)N2CCOCC2)cc(OC)c1OC(=O)Cc1ccccc1 | -5.07* | i | 1.51
Cn1nc(N)c2c1N=P(N1CCOCC1)(N1CCOCC1)N=C2c1ccccc1 | i | i | -0.55
O=C(Nc1cccc(OC(=O)N2CCOCC2)c1)N1CCOCC1 | i | i | 3.15
CCCN1C2CCCC1CC(NC(C)=O)C2 (stereo not drawn) | i | i | 1.83
CCN1C[C@@]2(COC)C3[C@@H](OC)[C@H]4[C@@H]1[C@@]3(C1C[C@H]3[C@H](O)C1[C@]4(O)C[C@H]3OC)[C@@H](OC)C[C@H]2O (stereo partly drawn) | i | i | 0.93

Some of the entries so far, with values under each structure.
Each structure is followed by: CHT block | KCNQ2 block | Kir21 block
- CC1CC(C)CN(CC(=O)c2ccc(OC(F)F)cc2)C1 (stereo not drawn)
  i | i | 1.04
- COc1ccc(C[C@H]2NC[C@H](O)[C@H]2OC(C)=O)cc1
  i | i | 0.7

Screens: PubChem, Johns Hopkins Ion Channel Center
